# Screening data from PubChem.
# RORg inh – qHTS for inhibitors of ROR gamma transcriptional activity; AID 2551, 2010; Drosophila S2 Gal4-RORgamma UAS-luciferase reporter, 20 h; Potency, µM (highest dose often 53.6 µM), inactives show top-dose activity change, negative = inhibition, hits mostly inhibitors; 5.4% of 310,000 active; further: potency means the concentration at half of the fitted maximal effect; on the % scale 0 is the no-effect control and ±100 the full control effect; nearly all actives have a fitted effect of over 60% in size
#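 Stably transfected Drosophila Schneider cells are the test system, with ROR gamma fused to Gal4 and luciferase under UAS control; luminescence is read after 20 hr of 700 uM copper sulfate induction at ambient temperature.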
# MBNL1 CUG block – qHTS Assay for Inhibitors of MBNL1-poly(CUG) RNA binding. Muscleblind-like protein 1 (Homo sapiens), Q9NR56. 0.036% of 280,000 active. TR-FRET MBNL1-His/biotin-(CUG)12 binding, 665/545 ratio. Potency, µM (titrated, usually from 57.5 µM), inactives show at the top dose activity change, negative = inhibition, hits mostly inhibitors. AID 2675, 2010; active means well fitted inhibition curve with a large enough effect in the signal ratio, with a control signal flat, not every such curve was filed as active; inconclusive means small, poorly fitted or top-dose-only effect, or effect the other way, or a change in a side signal; inactive means no such curve, though single readings can be large or run the other way; the % refers to the signal ratio; further: potency means the concentration at half of the fitted maximal effect; on the % scale 0 is the no-effect control and ±100 the full control effect
# Target sequence (Q9NR56 whole entry, looked up): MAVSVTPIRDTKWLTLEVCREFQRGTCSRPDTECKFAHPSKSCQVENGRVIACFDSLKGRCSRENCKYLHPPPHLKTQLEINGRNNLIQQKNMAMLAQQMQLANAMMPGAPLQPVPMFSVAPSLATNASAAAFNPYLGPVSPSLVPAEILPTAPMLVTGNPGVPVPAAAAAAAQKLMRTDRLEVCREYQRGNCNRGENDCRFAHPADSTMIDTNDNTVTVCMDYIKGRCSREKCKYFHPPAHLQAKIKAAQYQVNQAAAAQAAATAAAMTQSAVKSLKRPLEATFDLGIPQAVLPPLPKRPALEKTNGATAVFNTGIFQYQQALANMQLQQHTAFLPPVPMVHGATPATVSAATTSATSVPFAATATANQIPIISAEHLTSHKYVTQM
#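 Ratiometric TR-FRET (665 over 545 nm, excitation 340 nm) tracks disruption of MBNL1-His/biotin-(CUG)12 complex after 60 min at room temperature, with compounds at 92 nM to 58 uM final.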
# KCNH2 3.1 block – qHTS for Inhibitors of KCHN2 3.1: Mutant qHTS; Potassium voltage-gated channel subfamily H member 2, brain isoform KCNH2 3.1 (human); U2OS KCNH2 3.1, thallium flux FluxOr; active compounds read low; activity change, % (tested at about 1.8 µM); 0.95% of 340,000 active; AID 720553, 2013;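 active means maximum activity change below -70%; inconclusive means maximum activity change from -70% to -50%; inactive means maximum activity change above -50%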;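 further: thallium influx rate constant from kinetic fluorescence after stimulation buffer; on the % scale 0 is the no-effect control and ±100 the full control effect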
#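 Thallium flux via FluxOr fluorescence (Red40 quencher, 45 min loading) in U2OS cells virally expressing the KCNH2 3.1 isoform (1.77 x 10^8 /mL virus, overnight at 37 C). Rate constants from 2-min kinetic reads post-stimulation, normalised to positive and negative controls.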
# Mito fusion act – qHTS Assay for Small Molecule Inhibitors of Mitochondrial Division or Activators of Mitochondrial Fusion; S. cerevisiae fusion-defective mutant growth rescue, CellTiterGlo 48 h; Potency, µM (titrated, usually from 46.1 µM), for the others: at the highest dose growth rescue (activation), usual class: activators; 0.23% of 320,000 active;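 further: potency means the concentration at half of the fitted maximal effect; % of control where 0% means no effect; nearly all actives have a fitted effect of over 45% in size; temperature-sensitive fusion mutants such as fzo1-1 at 37 °C on non-fermentable ethanol glycerol medium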
#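 Yeast fusion mutant, YPEG (non-fermentable carbon), compound, 48 h at 37C non-permissive; CellTiterGlo added, 10 min RT, luminescence read. Rescued growth = division inhibition.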
# PKM2 activator – qHTS Assay for Activators of Human Muscle isoform 2 Pyruvate Kinase; Potency, µM (doses to about 57.5 µM), for the others: at the highest dose activation, usual class: activators; purified PKM2, Kinase-Glo ATP luminescence, activation; response scale: 0% is enzyme alone, no compound; AID 1631, 2009; Pyruvate kinase PKM (Homo sapiens), P14618; 0.34% of 260,000 active; further: potency means the concentration at half of the fitted maximal effect; on the % scale 0 is the no-effect control and ±100 the full control effect; nearly all actives have a fitted effect of over 55% in size
# Target sequence (P14618 whole entry, looked up, canonical isoform): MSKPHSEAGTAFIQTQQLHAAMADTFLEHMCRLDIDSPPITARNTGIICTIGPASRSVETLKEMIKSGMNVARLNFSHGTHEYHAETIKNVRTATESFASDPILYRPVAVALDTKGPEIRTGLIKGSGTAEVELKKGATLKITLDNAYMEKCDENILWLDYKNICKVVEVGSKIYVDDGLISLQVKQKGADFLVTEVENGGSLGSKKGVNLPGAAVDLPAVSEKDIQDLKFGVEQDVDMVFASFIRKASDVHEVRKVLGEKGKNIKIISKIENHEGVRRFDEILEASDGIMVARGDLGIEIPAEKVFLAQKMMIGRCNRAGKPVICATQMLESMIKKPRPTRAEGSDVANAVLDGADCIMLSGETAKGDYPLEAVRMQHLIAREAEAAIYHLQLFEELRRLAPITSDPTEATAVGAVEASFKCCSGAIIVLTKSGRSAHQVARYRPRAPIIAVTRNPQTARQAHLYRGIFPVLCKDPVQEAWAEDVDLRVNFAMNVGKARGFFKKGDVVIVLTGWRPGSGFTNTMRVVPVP
#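 hPK-M2, >95% pure; 0.1 mM ADP / 0.5 mM PEP final; imidazole pH7.2 buffer w/ 7 mM MgCl2, 50 mM KCl; 1 h RT; Kinase-Glo lum. Intermediate enzyme activity for dual inhibitor/activator qHTS.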
# FLuc modulator – qHTS profiling assay for firefly luciferase inhibitor/activator using purifed enzyme and Km concentrations of substrates (counterscreen for miR-21 project); 6.9% of 360,000 active; AID 588342, 2011; Potency, µM (titrated, usually from 57.5 µM), inactives show top-dose activity change, negative = inhibition, actives largely listed as inhibitors; purified FLuc, Km substrates, luminescence inhibition;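 further: potency means the concentration at half of the fitted maximal effect; plate controls were vehicle for no effect and reference inhibitor for full effect; nearly all actives have a fitted effect of over 55% in size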
#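 Biochemical qHTS of compounds, final roughly 60 µM downward over six points, against 10 nM purified firefly luciferase using Km concentrations of substrates (10 uM D-luciferin, 10 uM ATP) in Tris acetate pH 7.5 buffer; luminescence output.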
# ELG1 repair inh – qHTS screen for small molecules that inhibit ELG1-dependent DNA repair in human embryonic kidney (HEK293T) cells expressing luciferase-tagged ELG1; 2.3% of 330,000 active; HEK293T ELG1-luciferase reporter, luminescence, 16 h; DNA damage induced by 5-fluorouridine; Potency, µM (top dose mostly 46.1 µM), inactives show at the highest dose activity change, negative = inhibition, most hits filed as inhibitors; further: potency means the concentration at half of the fitted maximal effect; on the % scale 0 is the no-effect control and ±100 the full control effect; nearly all actives have a fitted effect of over 55% in size
#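 Step one: seed 2,000 cells per well. Step two: pin-transfer compound or DMSO alongside 5-fluorouridine. Step three: incubate 16 hr, 37 °C, 5% CO2. Step four: add ONE-Glo, wait 30 min, read luminescence.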
# Gal4-VP16 FLuc – VP16 counterscreen qHTS for inhibitors of ROR gamma transcriptional activity; Drosophila S2 Gal4-VP16 UAS-luciferase, luminescence, 20 h; Potency, µM (series often up to 53.6 µM), for the others: at the highest dose activity, negative = inhibition, usual class: inhibitors; 3.5% of 310,000 active;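 further: Gal4-VP16 expression switched on by copper sulfate through the metallothionein promoter; potency means the concentration at half of the fitted maximal effect; on the % scale 0 is the no-effect control and ±100 the full control effect; nearly all actives have a fitted effect of over 50% in size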
# NPC1 prom act – qHTS Assay for NPC1 Promoter Activators | Huh7 NPC1 promoter luciferase reporter, 24 h | Potency, µM (top dose mostly 9.22 µM), inactives show at the top dose activation, most hits filed as activators | 2.4% of 320,000 active;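 further: potency means the concentration at half of the fitted maximal effect; % of control where 0% means no effect; nearly all actives have a fitted effect of over 60% in size; reporter is driven by a mutant NPC1 promoter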
#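 Cells: Huh7 expressing luciferase under the NPC1 promoter, 1500/well. Seeded 2 h, compound added, incubated 24 h at 37 °C. Luciferase reagent, 10 min ambient, then luminescence.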
# Menin-MLL TR inh – qHTS Assay for Inhibitors Targeting the Menin-MLL Interaction in MLL Related Leukemias: Competition With Texas Red Labeled MLL-derived Mutant Peptide | Menin + Texas Red MLL mutant peptide, fluorescence polarization | 0.23% of 270,000 active | O00255 | Potency, µM (doses to about 61.6 µM), for the others: top-dose FP activity change, negative = inhibition, actives largely listed as inhibitors; active means well fitted inhibition curve with a large enough effect in the polarisation, with a control signal flat, not every such curve was filed as active; inconclusive means small, poorly fitted or top-dose-only effect, or effect the other way, or a change in a side signal; inactive means no such curve, though single readings can be large or run the other way; the % refers to the polarisation; further: potency means the concentration at half of the fitted maximal effect; % of control where 0% means no effect; many of its hits are not listed in these tables
# Rab9 promoter act – qHTS Assay for Rab9 Promoter Activators; Huh7 Rab9 promoter-luciferase reporter, luminescence, 24 h; Potency, µM (series often up to 9.22 µM), for the others: top-dose activation, negative = inhibition, actives largely listed as activators; 2.8% of 320,000 active; AID 485297, 2010; further: potency means the concentration at half of the fitted maximal effect; % of control where 0% means no effect; nearly all actives have a fitted effect of over 60% in size
#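 Steps: seed 1500 Huh7 Rab9-luc cells per well, rest 2 h at 37 °C; add compound in DMSO; incubate 24 h; add luciferase reagent, 10 min ambient; read luminescence.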
# An asterisk follows results filed as active; ? = inconclusive; · = no result given; [ ] = remark or other dose. Unless noted, the call rests on the fitted dose curve; in most records, active means well fitted curve in the direction sought with a large enough effect; inconclusive means small, poorly fitted or top-dose-only effect, or another doubt; inactive means no such curve, though single readings can be large; an effect the other way counts as inactive or inconclusive. Not all compounds are listed; count on the stated rates, not on these rows.
SMILES,RORg inh,MBNL1 CUG block,KCNH2 3.1 block,Mito fusion act,PKM2 activator,FLuc modulator,ELG1 repair inh,Gal4-VP16 FLuc,NPC1 prom act,Menin-MLL TR inh,Rab9 promoter act
CCn1nc(C)c(CNC(=O)CCc2nnc(-c3ccc(C(C)=O)s3)o2)c1C,19%,?,8,-7%,2%,-2%,-11%,5%,-1%,-8%,-2%
Cc1cc(C(F)(F)F)nc(CCNCc2c(C(=O)N3CCCC3)nc3ccccn23)n1,-6%,4%,31,0%,-7%,0%,8%,5%,-2%,-10%,-2%
Cc1cc(C)cc(N(C(=O)c2csnn2)C(C(=O)NC2CCCC2)c2cccnc2)c1 (stereo unspecified),-3%,0%,-2,-1%,-8%,0%,8%,1%,0%,-16%,-7%
N#CCc1nc2n(n1)Cc1ccccc1-2,1%,-14%,-18,2%,-2%,-1%,3%,-6%,9%,26%,-6%
O=C(Nc1nccs1)c1ccc(COc2ccc(F)cc2)o1,?,2%,-16,-4%,0%,15µM*,-26%,?,?,?,?
CCCCC(c1nnnn1CS(=O)(=O)c1ccc(C)cc1)N1CCN(C)CC1 (stereo unspecified),?,-8%,3,-4%,1%,1%,9%,-26%,-2%,?,-15%
CCOC(=O)c1c(C)[nH]c(C)c1C(=O)COC(=O)c1cccc(S(=O)(=O)N(CC)CC)c1,?,-4%,14,3%,3%,-1%,-27%,?,-2%,24%,-3%
Cc1cc(NC(=O)Nc2ccc(Cl)cc2)n(-c2ccccc2)n1,-14%,0%,-4,-4%,-2%,?,-6%,-11%,0%,·,-2%
Cc1cc(=O)oc2cc(OC(C)C(=O)NC3CCN(Cc4ccccc4)CC3)ccc12 (stereo unspecified),-6%,-4%,-31,1%,·,-1%,0%,3%,-3%,-8%,2%
CCN(CC)c1ccc(C(=O)N/N=C/c2ccc(N3CCOCC3)cc2)cc1,-18%,-1%,-27,-4%,·,-7%,14%,-3%,0%,0%,0%
Cc1ccccc1CSc1nnc(-c2ccccc2)c(=O)[nH]1,16%,-10%,18,0%,-7%,19µM*,22%,5%,-1%,16%,-6%
CC1CC(C)(C)N2C(=O)C(=C(C#N)C#N)c3cccc1c32 (stereo unspecified),20%,7%,1,1%,-3%,3%,-1%,1%,1%,·,-1%
O=C(COc1nsnc1N1CCOCC1)N1CCOCC1,-17%,-1%,11,1%,-3%,6%,6%,0%,1%,26%,-5%
CCOc1ccccc1CN1CCNC(=O)C1CC(=O)N(C)Cc1cnccn1 (stereo unspecified),-17%,0%,-115*,-2%,1%,1%,-2%,-10%,0%,-7%,7%
COc1ccc(CCNC(=O)c2cc(-c3ccncc3)nc3c(Cl)cccc23)cc1OC,13%,?,-5,0%,4%,-1%,?,-2%,-3%,18%,-7%
CCC(=O)Nc1nnc(SCC(=O)Nc2ccc(F)cc2)s1,5%,0%,13,0%,8%,4%[2.3 µM],-11%,2%,-1%,-5%,13%
CC(C)CNC(=O)CN(c1cccc(Cl)c1)S(C)(=O)=O,7%,-4%,0,0%,0%,-12%,-2%,-9%,-3%,-14%,-7%
CCC(Oc1ccccc1)C(=O)OCC(=O)N(CC)c1c(N)n(Cc2ccccc2)c(=O)[nH]c1=O (stereo unspecified),·,·,15,0%,·,0%,21%,·,1%,·,-6%
Cc1cc(C)c(C(=O)C(C)OC(=O)Cn2cnc3c2c(=O)n(C)c(=O)n3C)cc1C (stereo unspecified),·,·,-7,-9%,·,0%,11%,·,0%,·,-1%
CCC(Sc1nc(C)cc(C)n1)C(=O)Nc1cc(C)on1 (stereo unspecified),20%,3%,-1,2%,4%,-1%,2%,6%,-1%,3%,-10%
CC1=NN(c2ccccc2)C(=O)/C1=C\c1sccc1C,?,4%,12,-5%,-1%,7.6µM*,?,3%,-5%,·,-2%
CC(c1ccccc1)N(CC(=O)NC1CCCCC1)S(=O)(=O)c1cccc(C(F)(F)F)c1 (stereo unspecified),7%,-2%,17,24%,10%,-1%,-6%,3%,-4%,-7%,-10%
Cc1ccnc(NCc2cccc3ccccc23)c1,16µM*,0%,-8,-11%,-1%,?,-8%,?,0%,?,1%
CC(NS(=O)(=O)c1ccc(CCC(=O)NCc2ccco2)cc1)c1ccccc1 (stereo unspecified),31%,-8%,-18,-1%,-9%,-2%,-25%,-2%,0%,7%,-4%
O=C(COC(=O)c1cc(S(=O)(=O)N2CCOCC2)ccc1Cl)Nc1ccc2c(c1)OCO2,-1%,2%,-2,3%,1%,0%,-18%,0%,0%,21%,2%
O=C(COCc1cc(-c2ccco2)on1)NC1CCCCC1,27%,-3%,-1,8%,·,-2%,13%,-1%,-5%,·,2%
CCn1cc(C2=NOC(C(=O)Nc3ccccc3C(=O)OC)C2)c(C)n1 (stereo unspecified),-8%,-12%,10,1%,-5%,-1%,?,-5%,1%,-7%,3%
Cc1ccc(C(=O)OC(C)C(=O)NC2CCCCC2)cc1S(=O)(=O)N1CCCCC1 (stereo unspecified),·,·,11,-4%,·,·,?,·,1%,·,-1%
O=C(CSc1nccc(=O)[nH]1)N1CCN(c2ccccc2)CC1,-14%,-1%,17,2%[9.22 µM],-5%,-2%,8%,-14%,0%,4%,-5%
CCCc1nc2ccccc2c(C(=O)OCC(=O)c2ccc3c(c2)NC(=O)CO3)c1CC,-2%,-1%,-16,3%,5%,-1%,-11%,9%,-2%,18%,2%
COc1cc([N+](=O)[O-])ccc1NC(=O)Nc1ccc2c(c1)OCCO2,12%,12%,-6,-1%,-1%,6.7µM*,4%,-5%,5%,?,?
CCOc1ccc(NC(=O)N[C@@H](Cc2ccccc2)C(=O)O)cc1,-15%,-2%,0,0%,1%,-3%,17%,2%,-2%,·,1%
COc1ccc(OC)c2c1CC(C)(C)NC2=O,-14%,-1%,2,-7%,-3%,-1%,?,5%,-1%,2%,2%
Cc1cc(C)c2[nH]c(C(=O)N3CCC(n4nccc4NC(=O)C4CC4)CC3)c(C)c2c1,9%,1%,7,-1%,·,0%,2%,0%,0%,·,1%
O=C(NNC(=S)Nc1ccc(Cl)cc1Cl)c1ccncc1,?,-5%,-7,-2%,-10%,?,16%,11µM*,9%,?,13%
CN(C)c1ccc(N/C=C/C(=O)c2ccco2)cc1,-36%,?,1,-1%,-60%,0.27µM*,?,11µM*,3.5µM*,?,2.8µM*
CC(=O)Nc1cccc(-c2nn[nH]n2)c1,0%,-1%,13,-6%,-16%,-1%,-1%,12%,-3%,·,-9%
CC(=O)c1ccc(S(=O)(=O)NC2CCSc3ccccc32)cc1 (stereo unspecified),8%,-7%,2,12%,-7%,2%,-2%,12%,0%,0%,2%
O=[N+]([O-])c1cc(S(=O)(=O)N2CCOCC2)ccc1N1CCNCC1,·,·,-14,-4%,·,0%,12%,·,-1%,·,0%
CC(C)COCC(O)CC(Cc1ccccc1)C(=O)NN (stereo unspecified),1%,0%,0,1%,-4%,-1%,18%,10%,-4%,-9%,-1%
O=C(Cc1ccc(S(=O)(=O)N2CCOCC2)s1)Nc1ccccc1N1CCOCC1,11%,5%,8,4%,4%,4%,?,0%,-3%,0%,-3%
Cn1cc(C(=O)c2cccc(Cl)c2)cc1C#N,1%,·,3,1%,6%,1%,1%,1%,-7%,7%,-3%
Cc1ccc(C(C)NC(=S)NCc2ccc(F)cc2)cc1C (stereo unspecified),3.5µM*,-1%,9,-1%,-2%,-1%,1%,5µM*,1%,9%,-2%
O=C(Nc1ccc(F)cc1F)c1cc2nc3c(c(C(F)(F)F)n2n1)CCCC3,31%,-7%,3,-5%,-7%,0.6µM*,?,-14%,1.1µM*,3%,0.56µM*
